Screening results (PubChem BioAssay)
Y pestis TopoI: Y. pestis Topo-I inhibition via cleavage products; Y. pestis Topo-I cleavage product accumulation, plate reader; activity, % at 10 µM; hit rate 0.064% among 360,000; AID 504884; in the data active = activity above about 50%, passing the limit was not always enough; inconclusive = no clear call, values can overlap the other calls; also: inactives centre near 2
TcdB inh: TcdB glycohydrolase inhibition; TcdB glycohydrolase enzymatic assay, plate reader; inhibition, % at 9.99 µM; AID 652162; hit rate 0.24% among 350,000; in the data active = inhibition above about 10%
Vc quorum ag: quorum light induction in luxS cqsA deficient V. cholerae. AID 588436. activation, % at 18.7 µM. V. cholerae BH1578 lux reporter, luminescence, 6 h. hit rate 0.16% among 350,000; in the data active = activation mostly above about 9.7%, no sharp cut-off; inconclusive = no clear call, values can overlap the other calls; inactive = mostly below about 3.7%; also: not every result past the cut was called active; inactives centre near 0; reference of the scale not given here
MazEF act: MazEF (E. coli) toxin RNase activation | P0AE70 | FAM/BHQ RNA-DNA oligo cleavage fluorescence, 5 h | activation, % at 20 µM | hit rate 0.32% among 350,000; in the data active = activation above about 50%
Target sequence (P0AE70 whole entry, looked up): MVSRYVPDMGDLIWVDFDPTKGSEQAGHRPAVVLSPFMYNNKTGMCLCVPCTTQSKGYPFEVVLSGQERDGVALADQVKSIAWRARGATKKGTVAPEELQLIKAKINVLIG
SSB-PriA inh: blocks PriA binding to SSB C-terminal tail. inhibition, % at 33 µM. AlphaScreen SSBct-PriA binding, biotinylated peptide. hit rate 0.6% among 430,000; in the data active = inhibition mostly above about 37%, no sharp cut-off; inactive = mostly below about 20%;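 also: plate controls were negative control peptide for no effect and reference peptide for full effect; strong numbers were not always called active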
PfHsp40 yeast: restores yeast growth despite PfHsp40 toxicity; growth rescue, % at 12.5 µM; hit rate 0.68% among 340,000; S. cerevisiae expressing PfHsp40, growth rescue, ATP luminescence; in the data active = growth rescue above about 28%, passing the limit was not always enough; inconclusive = no clear call, values can overlap the other calls;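 also: yeast W303a lacking pdr1 and pdr3 grown in galactose medium; growth measured after three days at 30 °C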
SARS 3CLpro inh: SARS-CoV 3CLpro protease inhibition. inhibition, % at 6 µM. AID 1706. hit rate 0.14% among 290,000. recombinant SARS-CoV 3CLpro, quenched FRET peptide cleavage. P0C6X7; in the data active = inhibition above about 12%
Rv3671c inh: inhibitors of M. tuberculosis serine protease Rv3671c; AID 2606; inhibition, % at 5.96 µM; hit rate 0.048% among 320,000; in the data active = inhibition above about 38%;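 also: extracellular domain of Rv3671c used as enzyme; 0% = enzyme with DMSO and 100% = no enzyme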
Target sequence (P9WHR9 whole entry, looked up, the tested form may be a part): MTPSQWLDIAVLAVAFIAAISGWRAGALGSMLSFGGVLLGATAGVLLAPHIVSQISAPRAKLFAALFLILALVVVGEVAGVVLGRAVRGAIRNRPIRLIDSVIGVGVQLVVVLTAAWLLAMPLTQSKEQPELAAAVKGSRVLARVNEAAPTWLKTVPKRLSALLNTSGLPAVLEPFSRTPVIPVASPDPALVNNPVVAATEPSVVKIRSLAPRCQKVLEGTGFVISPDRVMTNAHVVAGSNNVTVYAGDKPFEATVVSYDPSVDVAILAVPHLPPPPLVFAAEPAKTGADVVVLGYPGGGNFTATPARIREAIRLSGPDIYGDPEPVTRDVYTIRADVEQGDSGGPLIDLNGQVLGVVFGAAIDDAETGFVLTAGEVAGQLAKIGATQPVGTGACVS
DUSP3 inh: inhibitors of human VHR1 phosphatase (DUSP3). hit rate 0.52% among 290,000. AID 1654. recombinant VHR phosphatase, pNPP absorbance. inhibition, % at 13.3 µM. P51452; in the data active = inhibition above about 50%; also: some compounds called inactive have numbers as strong as hits
Target sequence (P51452 whole entry, looked up): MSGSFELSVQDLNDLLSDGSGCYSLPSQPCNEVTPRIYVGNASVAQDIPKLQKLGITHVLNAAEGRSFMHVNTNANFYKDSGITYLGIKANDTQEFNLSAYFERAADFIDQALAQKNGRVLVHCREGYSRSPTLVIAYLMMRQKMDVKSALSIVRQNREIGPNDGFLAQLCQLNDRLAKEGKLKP
Anthrax LF prot: anthrax lethal factor protease inhibition. hit rate 0.12% among 360,000. inhibition, % at 10 µM. P15917. multiplex microsphere protease cleavage assay, LF. AID 588501; in the data active = inhibition above about 30%; inconclusive = no clear call, values can overlap the other calls; also: plate controls were buffer without enzyme for full effect and enzyme alone for no effect
Numbers without * were called inactive; i = inactive; u = inconclusive; x = no result given; & = joins results of further samples.

SMILES | Y pestis TopoI | TcdB inh | Vc quorum ag | MazEF act | SSB-PriA inh | PfHsp40 yeast | SARS 3CLpro inh | Rv3671c inh | DUSP3 inh | Anthrax LF prot
Cc1ccc(NC(=O)Cn2cc(C(F)(F)F)cc(Cl)c2=O)cc1S(=O)(=O)N1CCCCC1 | 0 | 0.3 | -0.9 | 0 | -4 | 1.0 | x | -8 | x | -1
CCOc1cc(N2CCCC2)ccc1[N+](=O)[O-] | 2 | x | -0.2 | 6 | 5 | -0.1 | -2 | -8 | -8 | 0
CCc1ccc(C(=O)COC(=O)CNC(=O)c2ccc(N3C(=O)c4ccccc4C3=O)cc2)cc1 | 11 | x | i | -7 | 4 | 0.8 | 6 | -29 | -8 | -1
O=C(CN1CCN(Cc2ccccc2)C1=O)NCCCN1CCOCC1 | 4 | 1.5 | x | 7 | -12 | -0.9 | 3 | 5 | 50* | -2
COc1ccc(C2c3ccc(O)cc3Oc3ncn(CCN4CCOCC4)c(=N)c32)cc1 (stereo not given) | -1 | 1.9 | -0.3 | -49 | -3 | 0.2 | 1 | 0 | 2 | -7
COc1ccc(C2NC(=O)NC(C)=C2C(=O)Nc2cccc(C)c2C)cc1 (stereo not given) | 2 | 1.4 | -0.3 | 11 | -20 | -1.3 | -2 | -2 | -2 | -2
CCN(CC)CCNc1c(C)cc(CO)c(Cl)c1C | -10 | 0.0 | -0.1 | -14 | x | x | x | x | x | -4
Cc1ccc(C(C)C)cc1C(=O)CC1(O)C(=O)N(C)c2ccccc21 (stereo not given) | 4 | x | i | -17 | -7 | 0.0 | 3 | 3 | 15 | -1
CCn1c(=N)c(S(=O)(=O)c2ccc(F)cc2)cc2c(=O)n3ccccc3nc21 | 2 | x | -1.4 | 2 | -8 | 0.2 | 0 | 4 | 15 | -2
Cc1ccccc1-c1nnc(SCC(=O)NC2CCCC2)n1C | 3 | 0.0 | i | 3 | -13 | -1.9 | x | 4 | x | 3
CCCc1cc(C(=O)Nc2cc(C)ccc2O)no1 | 4 | -2.0 | -0.3 | 8 | -7 | 1.4 | -3 | -10 | 49 | -1
COc1ccc(N(CN2C(=O)C3CC=CCC3C2=O)C(=O)c2ccco2)cc1 (stereo not given) | 5 | x | -0.4 | 5 | 8 | -0.6 | -7 | -9 | 21 | 6
COc1cc(OC)c2ccc(=O)oc2c1C(CCN1CCN(c2ccccc2)CC1)c1ccc2c(c1)OCO2 (stereo not given) | 25 | 0.8 | -11 | -11 | 42* | 0.6 | x | 4 | 14 | 0
CC(Sc1n[nH]c(-c2cccs2)n1)C(=O)Nc1ccccc1F (stereo not given) | 3 | -2.3 | i | 4 | -12 | 0.6 | x | 1 | x | -5
Cc1ccc(CNC(=O)CCC2CCCN(Cc3cccc4c3OCO4)C2)o1 (stereo not given) | -3 | 0.5 | -0.3 | 8 | -3 | -0.9 | -1 | 3 | 12 | -3
CC1CC(C)CN(C(=O)COC(=O)CCc2nc3ccccc3c(=O)[nH]2)C1 (stereo not given) | -5 | x | i | 4 | 2 | -0.7 | 2 | -4 | 8 | -1
COc1ccccc1Cn1nnc2c(=O)[nH]c(C3CCN(C(=O)c4ccc(F)cc4)CC3)nc21 | 25 | x | -0.1 | 1 | -11 | -0.1 | 0 | 4 | 11 | -1
C[C@@H]1CN([C@@H](C)CO)C(=O)c2cc(N(C)C)ccc2O[C@@H]1CN(C)Cc1ccncc1 | 5 | -13&-13 | i | -10 | -12 | 0.5 | x | 0 | x | 0
CC1CCN(c2oc(Cc3cccc4ccccc34)nc2C#N)CC1 | 55* | x | x | -3 | 56* | u | -5 | -2 | 32 | -7
NNC(=O)c1ccc(S(=O)(=O)N2CCc3ccccc32)cc1 | -6 | -6.0 | -0.7 | 1 | -9 | -0.9 | 5 | 9 | 1 | -2

Overlap with the part before: 5 entries, followed by the next part.
SMILES | Y pestis TopoI | TcdB inh | Vc quorum ag | MazEF act | SSB-PriA inh | PfHsp40 yeast | SARS 3CLpro inh | Rv3671c inh | DUSP3 inh | Anthrax LF prot
CC1CC(C)CN(C(=O)COC(=O)CCc2nc3ccccc3c(=O)[nH]2)C1 (stereo not given) | -5 | x | i | 4 | 2 | -0.7 | 2 | -4 | 8 | -1
COc1ccccc1Cn1nnc2c(=O)[nH]c(C3CCN(C(=O)c4ccc(F)cc4)CC3)nc21 | 25 | x | -0.1 | 1 | -11 | -0.1 | 0 | 4 | 11 | -1
C[C@@H]1CN([C@@H](C)CO)C(=O)c2cc(N(C)C)ccc2O[C@@H]1CN(C)Cc1ccncc1 | 5 | -13&-13 | i | -10 | -12 | 0.5 | x | 0 | x | 0
CC1CCN(c2oc(Cc3cccc4ccccc34)nc2C#N)CC1 | 55* | x | x | -3 | 56* | u | -5 | -2 | 32 | -7
NNC(=O)c1ccc(S(=O)(=O)N2CCc3ccccc32)cc1 | -6 | -6.0 | -0.7 | 1 | -9 | -0.9 | 5 | 9 | 1 | -2
N#C/C(=C(/O)COc1ccccc1)c1nc2ccccc2s1 | -2 | -0.7 | -0.3 | 7 | -3 | -0.3 | 4 | -8 | 22 | -5
Cc1cc(OCC(=O)NC2CC2)c2c(C)c(C)c(=O)oc2c1 | 0 | 1.9 | -0.3 | 0 | -12 | -0.4 | -1 | 3 | -9 | -3
Clc1cccc(Cl)c1COc1ccncc1 | -3 | x | -0.5 | 5 | -10 | -1.2 | 3 | 8 | 9 | 4
CCc1ccccc1-n1nnnc1SCC(=O)Nc1cc(C)on1 | 7 | 1.4 | -0.2 | 7 | 1 | -1.4 | -4 | -3 | -7 | -1
Cc1ccc(N=Nc2ccc3ccccc3c2O)cc1 | 4 | 1.3 | 1.9 | 22 | -5 | 0.6 | 2 | 8 | 10 | -16
C[C@@H]1CCCCO[C@@H](CN(C)S(=O)(=O)c2ccc(F)cc2)[C@@H](C)CN([C@H](C)CO)C(=O)c2cc(NC(=O)c3ccccc3)ccc2O1 | 5 | 0.4&0.7 | 0.2 | -21 | x | x | x | x | x | -3
Cc1cccc(CCNS(=O)(=O)c2ccc3c(c2)NC(=O)CS3)c1 | 21 | 2.3 | -0.6 | 8 | 1 | -0.1 | 2 | -7 | 2 | 0
COCCN(CCOC)C(=O)COC(=O)c1cc([N+](=O)[O-])ccc1Cl | -8 | 1.2 | -0.4 | 10 | -7 | -0.4 | 1 | 3 | 3 | 4
O=S1c2ccccc2Sc2ccccc21 | 3 | 1.0 | -7.1 | 5 | -11 | -1.0 | x | x | x | -6
COc1ccc(CNC(=O)c2ccc(S(=O)(=O)N3CCCC3)cc2)cc1OC | -1 | x | i | -7 | -6 | 1.8 | -2 | 0 | 4 | 1
COc1ccc(N(C(=O)c2snc(C(N)=O)c2N)C(C(=O)NC2CCCCC2)c2ccc(F)cc2)c(OC)c1 (stereo not given) | 17 | 0.3 | -0.5 | -3 | -27 | -0.9 | 5 | 2 | 2 | -2
Cc1cccc(Nc2nnc(-c3ccc(C(=O)N4C[C@H]5C[C@H](C4)c4cccc(=O)n4C5)cc3)c3ccccc23)c1 | 36 | x | i | 8 | 4 | 84* | -2 | 1 | 25 | -1
CC1Cc2ccccc2N1Cc1nc2scc(-c3cccs3)c2c(=O)[nH]1 (stereo not given) | -1 | x | 7.7 | 5 | 11 | 0.8 | 2 | -1 | 32 | -2
COc1cc2c(C(=O)NC3CCCCCC3)cn(C)c(=O)c2cc1OC | -3 | x | i | -5 | -10 | -1.4 | 0 | 6 | 8 | 0
Cc1cccc(-n2c(C)n[nH]c2=S)c1 | -1 | 1.5 | -3.6 | 6 | -11 | -0.9 | -2 | 5 | 22 | -4
O=C(CSc1ncn[nH]1)NCCCc1ccccc1 | -3 | x | -0.9 | 6 | -5 | 1.1 | 2 | -9 | 0 | -8
COc1ccc(C2=NO[C@@H]3C(=O)N(Cc4ccccc4)C(=O)[C@H]23)c(OC)c1 | -1 | 0.8 | -0.7 | 8 | -6 | x | -5 | 5 | 5 | -2
OC(CNCc1ccco1)Cn1c2ccc(Br)cc2c2cc(Br)ccc21 (stereo not given) | -17 | x | i | 45 | -5 | -1.3 | -3 | -10 | 10 | -9
Cc1nnsc1C(=O)NC1CCCc2c1cnn2-c1ccc(F)cc1F (stereo not given) | 5 | -0.7 | -0.1 | -6 | 1 | -0.7 | -1 | 5 | 6 | -1
CC(CNC(=O)COC(=O)c1ccco1)c1ccccc1 (stereo not given) | 7 | 0.5 | -0.4 | 10 | -2 | 0.3 | x | 7 | x | -2
COc1ccc(CN2CCN(S(=O)(=O)c3ccccc3)CC2)cc1Br | -4 | x | -0.5 | 5 | -6 | 5.7 | 2 | -7 | 5 | 1
O=[N+]([O-])c1cc(C(F)(F)F)ccc1NCCc1c[nH]c2ccc(O)cc12 | -18 | x | -4.2 | 18 | 22 | 484* | 0 | 12 | -7 | -9
COC(=O)CN(c1nc(C)cc(OC)n1)S(=O)(=O)c1ccc(C)cc1 | 8 | x | -0.7 | 0 | -26 | 0.3 | 5 | 20 | 17 | -1
COc1ccc(N2CCN(C(c3cccs3)C(C)NS(C)(=O)=O)CC2)cc1 (stereo not given) | 1 | 3.8 | i | -9 | -5 | -0.3 | 0 | 1 | -9 | -3
Cc1nc2ncnn2c(C)c1CCC(=O)N1CCN(c2ccccn2)CC1 | 5 | x | -0.3 | -1 | -14 | 0.1 | 4 | 5 | 22 | u
Nc1cc(=O)[nH]c(SCc2nc3ccccc3n2Cc2ccccc2)n1 | 6 | 0.9 | -5.0 | 6 | 4 | 1.9 | 0 | -9 | 37 | -5
Cc1ccc(C(=O)c2c3ccc(C(F)(F)F)cc3[n+]([O-])n2CCCN)cc1 | -4 | 0.9 | -0.6 | 24 | 0 | -1.0 | x | 9 | x | -3
CCN(CC(=O)Nc1c(F)cccc1F)C(=O)CCc1nc2ccccc2c(=O)[nH]1 | 4 | 0.5 | i | -2 | -1 | -0.7 | x | 1 | x | -1
COC(=O)/C=C1/SC(=NC(=O)c2ccc(F)cc2)NC1=O | -2 | 2.4 | -0.5 | 2 | -5 | x | -3 | -2 | 40 | x
Cc1nn(CC#N)c(=O)n1-c1ccc(F)cc1 | -5 | x | -1.6 | -1 | -20 | -0.6 | 3 | 8 | -28 | 2
C[C@H]1COC(=O)[C@H](Cc2ccc(F)cc2)CC/C=C/C[C@@H](CC(=O)N(CCO)Cc2ccccc2)C(=O)N1 | 26 | 0.8 | 1.0 | -2 | -3 | 1.4 | x | 3 | x | -6
Cc1nc2ncnn2c(N2CCCC(C(=O)Nc3ccccc3Br)C2)c1C (stereo not given) | 10 | 1.5 | -0.3 | 3 | -3 | 1.5 | 6 | 1 | -1 | 6
Cc1ccc(N2CC(C(=O)NCCN3CCOCC3)CC2=O)cc1C (stereo not given) | -5 | 0.3 | -0.3 | 3 | -8 | -1.1 | 0 | -9 | 3 | -6
Clc1ccc2nc(CSc3nnc4ccccn34)cn2c1 | -3 | x | i | 7 | -17 | 0.1 | -1 | -4 | 25 | 12
CC(C)(C)c1ccc(NS(=O)(=O)c2ccc(N)cc2)cc1 | 3 | 1.2 | -10 | 8 | 11 | 2.4 | 1 | -13 | 31 | -14
Cc1ccccc1C(C(=O)NC1CCCCC1)N(C(=O)c1ccccn1)c1cccnc1 (stereo not given) | 1 | 14* | -1.4 | 9 | 15 | -0.9 | 4 | 10 | 21 | -2
Cc1ccc(C(=O)N=c2sccn2C)cc1S(=O)(=O)N1CCOCC1 | 3 | 1.0 | i | -4 | -5 | -1.7 | x | 2 | x | x
CCOc1ccccc1C(=O)Nc1nnc(SCC(=O)Nc2cc(C)on2)s1 | 4 | 3.2 | -1.1 | -6 | 3&-2 | -0.2 | -5 | 3 | 14 | -2
O=C(c1ccc(OC(F)(F)F)cc1)c1ncc[nH]1 | -1 | 1.6 | -1.4 | 6 | -10 | 1.2 | 7 | 4 | 11 | 1

A portion of the library; the hit share may differ from the screen's.
